From PubChem BioAssay
eLon inh: E. coli protease La inhibition; P0A9M0; purified E. coli Lon protease, fluorescence polarization; inhibition, % at 7.94 µM; 0.42% of 360,000 active; in the data active means inhibition above about 13%, passing the limit was not always enough;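 further: 0% = enzyme with probe and DMSO and 100% = no enzyme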
PABP1 MLLE inh: blocks PAM2 peptide binding to the PABP1 MLLE domain. 0.36% of 360,000 active. GST-MLLE / FITC-PAM2 fluorescence polarization. inhibition, % at 20 µM; in the data active means inhibition above about 35%, passing the limit was not always enough;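 further: plate controls were DMSO wells with GST-MLLE for no effect and wells lacking GST-MLLE protein for full effect; some results filed as inactive read as strong as hits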
CSN inh: inhibitors of human CSN-mediated cullin deneddylation; 0.38% of 360,000 active; inhibition, % at 12.5 µM; Q92905; Purified CSN, SCF-Nedd8-OG deneddylation, fluorescence polarization;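 active means pattern-corrected inhibition above about 35%, with an unprinted fluorescence ratio check between 0.5 and 1.5, limit read from the data, passing the limit was not always enough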;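 further: 0% = enzyme with substrate and 100% = substrate without enzyme; some results filed as inactive read as strong as hits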
Target sequence (Q92905 whole entry, looked up, one chain of several): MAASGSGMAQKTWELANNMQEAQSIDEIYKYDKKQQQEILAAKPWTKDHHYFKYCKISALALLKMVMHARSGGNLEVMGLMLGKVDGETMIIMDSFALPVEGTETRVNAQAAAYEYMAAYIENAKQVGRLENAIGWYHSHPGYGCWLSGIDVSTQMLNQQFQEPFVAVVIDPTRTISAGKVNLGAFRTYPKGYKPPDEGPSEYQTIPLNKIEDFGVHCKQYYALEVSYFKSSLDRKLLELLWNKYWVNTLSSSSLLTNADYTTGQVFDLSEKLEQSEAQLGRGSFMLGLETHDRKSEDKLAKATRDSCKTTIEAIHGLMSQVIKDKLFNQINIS
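Schedule: reaction 90 min, room temperature / Assay system: HEK293T-derived human Csn5 enzyme / Input: Csn5 at 0.24 nM final / Measure: inhibition of Csn5 cleavage, % / Control set: substrate-only high control, full reaction low control / Technique: fluorescence polarization of the substrate / Buffer or medium: Tris/NaCl/DTT buffer, pH 7.5 / Reagent: SCFSkp2-Nedd8OG substrate at 10 nM final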
FAS TE block: inhibitors of human fatty acid synthase thioesterase domain; recombinant FAS-TE, OMFH fluorogenic substrate, fluorescence endpoint; AID 602261; 0.67% of 360,000 active; inhibition, % at 15 µM;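 active means compounds whose normalised, plate-corrected inhibition of enzyme fluorescence in the single-dose primary screen is 50% or more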;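 further: 0% = DMSO with enzyme and 100% = substrate without enzyme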
MsrA inh: bovine MsrA inhibition | AID 651718 | 0.75% of 360,000 active | purified bovine MsrA, absorbance read-out | inhibition, % at 15.5 µM; in the data active means inhibition above about 4.5%;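 further: 0% = vehicle wells with enzyme and 100% = reference inhibitor wells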
bovine MsrA act: bovine methionine sulfoxide reductase A activation | purified bovine MsrA, absorbance read-out | activation, % at 10.6 µM | 0.3% of 360,000 active | AID 602163; in the data active means activation above about 7.5%;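 further: 0% = vehicle and 100% = reference activator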
TbMetRS inhib: blocks T. brucei methionyl-tRNA synthetase activity; purified T. brucei MetRS, ATP depletion, Kinase-Glo luminescence; inhibition, % at 11.9 µM; 0.4% of 360,000 active;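 active means inhibition above a per-plate cutoff of the control wells' mean inhibition plus 3 SD, cut at about 5.5% in these data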;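 further: 0% = DMSO wells median and 100% = median of wells with control inhibitor compound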
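Measured by: Kinase-Glo luciferase luminescence reporting remaining unconsumed ATP. Material: purified T. brucei MetRS enzyme. Doses: 11.9 µM compound single dose, 0.9% DMSO. Medium: HEPES buffer containing pyrophosphatase, BSA, spermine, DTT. Times: 15 min preincubation, 2 h reaction, all 25 °C. Reagent: methionine, ATP and bulk E. coli tRNA.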
Rin1 Abl inh: blocks binding of human Rin1 to Abl | 0.4% of 360,000 active | AID 588664 | TR-FRET Rin1/Abl binding, biochemical | inhibition, % at 7.35 µM | P00519+Q13671; in the data active means inhibition above about 5%, passing the limit was not always enough
Neddylation inh: inhibitors of human cullin neddylation. P61081+Q13564. TR-FRET cullin neddylation, biochemical. calls only at 25 µM. 0.58% of 360,000 active; in the data active means inhibition above about 36%
Target sequence (P61081 whole entry, looked up): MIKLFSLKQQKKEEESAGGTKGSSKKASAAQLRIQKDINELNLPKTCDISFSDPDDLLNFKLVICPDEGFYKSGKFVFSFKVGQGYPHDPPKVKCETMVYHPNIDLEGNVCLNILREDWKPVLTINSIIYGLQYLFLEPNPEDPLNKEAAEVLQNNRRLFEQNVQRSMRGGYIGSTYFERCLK
Target sequence (Q13564 whole entry, looked up): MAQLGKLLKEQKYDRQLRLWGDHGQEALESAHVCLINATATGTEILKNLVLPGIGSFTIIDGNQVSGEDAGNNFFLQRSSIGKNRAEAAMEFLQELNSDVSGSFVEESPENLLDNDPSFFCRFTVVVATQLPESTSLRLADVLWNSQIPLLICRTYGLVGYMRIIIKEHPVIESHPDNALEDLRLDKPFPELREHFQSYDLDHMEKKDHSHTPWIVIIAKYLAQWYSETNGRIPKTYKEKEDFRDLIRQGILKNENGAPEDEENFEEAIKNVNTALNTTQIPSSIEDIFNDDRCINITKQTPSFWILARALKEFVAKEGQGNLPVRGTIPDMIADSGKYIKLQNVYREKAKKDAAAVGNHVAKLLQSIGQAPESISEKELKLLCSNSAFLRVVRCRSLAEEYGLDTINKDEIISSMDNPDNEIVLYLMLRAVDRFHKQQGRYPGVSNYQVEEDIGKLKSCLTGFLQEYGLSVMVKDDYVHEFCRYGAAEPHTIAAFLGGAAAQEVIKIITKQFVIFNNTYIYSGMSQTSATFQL
* marks the source's active call; other numbers are inactive results; i = inactive; . = no result given.

Below each compound – eLon inh | PABP1 MLLE inh | CSN inh | FAS TE block | MsrA inh | bovine MsrA act | TbMetRS inhib | Rin1 Abl inh | Neddylation inh
> COc1ccc(NC(=O)c2cc(-c3cc(Cl)ccc3C)n[nH]2)cc1OC
    -6 | 4 | 1 | 8 | 0.8 | -2 | -0.1 | -3 | i
> Cc1ccc(NC(=O)CSCC(=O)Nc2ccc(S(=O)(=O)N3CCCC3)cc2)cc1
    -4 | -3 | -3 | 1 | -0.6 | -2 | -0.3 | 3 | i
> CS(=O)(=O)N(CC(=O)Nc1ccc(S(=O)(=O)N2CCOCC2)cc1)c1ccccc1Cl
    -5 | 18 | -4 | -1 | -1.0 | -7 | -0.7 | 4 | i
> CCOc1cc(C(=O)O)cc(Cl)c1OC
    -7 | -7 | 1 | -8 | -0.6 | -12 | 1.6 | 2 | i
> CN(c1ccc(C(=O)N2CCN(Cc3ccccc3)CC2)cc1)S(=O)(=O)c1ccc(Cl)cc1
    -13 | -8 | 3 | 27 | -0.4 | -7 | -0.2 | 2 | i
> OC(COCC(F)(F)C(F)(F)C(F)(F)C(F)F)Cn1c2ccccc2c2ccccc21 (stereo not drawn)
    1 | 1 | -6 | 40 | 1.1 | -1 | -0.8 | 0 | i
> COCC(C)n1c(C)cc(C(=O)CSc2nnc(N)s2)c1C (stereo not drawn)
    5 | 7 | 1 | -42 | 1.4 | -3 | -1.2 | -4 | i
> O=C(NCCn1c(C(F)(F)F)nc2ccccc21)[C@H]1CCCN1c1nc(CN2CCCCC2)cs1
    -13 | -22 | 2 | -9 | 0.6 | -2 | -0.1 | 4 | i
> O=C(CCc1ccccc1)Nc1ccccc1F
    4 | -3 | -1 | -4 | 1.2 | -4 | -0.9 | 1 | i
> Cc1cccc(NC(=O)c2nc[nH]c2C(=O)Nc2cc(Br)ccc2F)c1
    -3 | -5 | 3 | -5 | -1.6 | -8 | -1.0 | -2 | i
> O=C(NC1CCCCC1)N1CCN(C(=O)c2ccco2)CC1
    -8 | 6 | 1 | -5 | 0.0 | -1 | -0.6 | 2 | i
> Clc1ccc(-c2nnc3cccc(Cl)n23)c(Cl)c1
    41 | 7 | 1 | -6 | 0.6 | 1 | -0.4 | -3 | i
> COC(=O)c1ccc(N=Cc2c(C(F)(F)F)[nH]n(C)c2=O)cc1
    5 | 11 | 0 | -6 | 2.4 | -1 | -0.4 | -7 | i
> CC(=O)c1ccc(N=Cc2c(O)n(-c3cc(Cl)ccc3N3CCOCC3)c(=O)c3ccccc23)cc1
    -1 | -12 | 1 | 44 | 0.8 | -4 | -0.5 | 1 | i
> C/C(=N\NC(=O)C1COc2ccccc2O1)c1cccs1 (stereo not drawn)
    -4 | -6 | -3 | -4 | 1.7 | -1 | -0.7 | 3 | i
> c1cn(CCCNc2ncnc3sc4c(c23)CCC4)cn1
    5 | 2 | -1 | -9 | 0.8 | -1 | 0.1 | -6 | i
> Cc1ccc(NC2=CC(=O)CC(C)(C)C2)cc1C
    7 | -7 | -3 | -8 | 2.1 | 0 | 0.5 | 0 | i
> O=C(Nc1cccc(Cl)c1N1CCOCC1)c1ccc2c(c1)OCCO2
    -3 | -3 | 2 | 8 | 0.1 | -2 | 0.3 | 0 | i
> CC(C)NC(=O)Nc1ccc2c(c1)C(=O)N([C@H](C)CO)C[C@H](C)[C@@H](CN(C)S(=O)(=O)c1ccc(F)cc1)O2
    8 | 5 | -6 | -10 | -1.1 | -7 | -0.2 | 3 | i
> O=C(Nc1cccc(NC(=O)N2CCN(c3ccccc3)CC2)c1)N1CCN(c2ccccc2)CC1
    7 | 14 | 2 | 8 | 0.1 | 0 | -0.3 | 3 | i
> COc1ccccc1/C=C/C=N/NC(=O)c1cc(-c2ccc(C)o2)[nH]n1
    -4 | -20 | 2 | 13 | 2.5 | -1 | -0.2 | 3 | i
> O=C(NNC(=S)Nc1ccc(F)cc1)c1ccccc1OC(F)F
    -2 | 26 | -2 | -4 | 0.9 | 1 | -0.3 | -1 | i
> CC(=O)NCCc1nc(-c2ccc(Cl)cc2)no1
    1 | 1 | 0 | -4 | -0.5 | 0 | 0.4 | 1 | i
> COc1ccc(S(=O)(=O)N2CCCCCC2)cc1NC(=O)CCNC(=O)c1ccccc1Cl
    -9 | -31 | 3 | 0 | -0.8 | -1 | -0.1 | 4 | i
> C#CC(CO)N(CCN(Cc1ccccc1)C(C#C)CO)Cc1ccccc1 (stereo not drawn)
    10 | 3 | 3 | 11 | 0.4 | -2 | -0.8 | -2 | i
> Cc1ccc(C(=O)Nc2cccc(C(F)(F)F)c2)cc1Nc1ccccn1
    -9 | -6 | -2 | 20 | -0.1 | -1 | -0.2 | 1 | i
> COC(=O)Cc1csc(Nc2c(C)n(C)n(-c3ccccc3)c2=O)n1
    -8 | 9 | -3 | -5 | 0.0 | 3 | -0.3 | 0 | i
> COc1ccc(Cc2nnc(SCC(=O)NCC3CCCO3)o2)cc1 (stereo not drawn)
    -3 | 7 | 2 | -6 | 1.5 | -7 | -1.2 | 5 | i
> CC(=Nc1ccc(C)cc1)c1sc2ccccc2c1O
    -50 | -28 | 6 | -16 | 0.0 | 5 | -0.9 | 0 | i
> CCCc1nc2ccccc2n1C(C)C(=O)NC(C)(C)C (stereo not drawn)
    . | . | -3 | . | 1.7 | . | 0.4 | . | i
> CSc1ccc(Cl)c(C(=O)NCCOc2cc(C(C)C)ccc2C)c1
    1 | 22 | 2 | 14 | -0.8 | 2 | -0.4 | 1 | i
> Cc1c(Cl)cccc1NC(=O)c1ccc(-n2ccnc2)nc1
    2 | 5 | 0 | -7 | -1.0 | 3 | 0.0 | 4 | i
> C=CCC(=O)N1CCCC(CNC(=O)c2ccc(-c3ccccc3)cc2)C1 (stereo not drawn)
    -13 | 12 | -1 | -2 | 0.2 | -1 | -0.3 | 4 | i
> CC(=O)c1ccc(NC(=O)[C@@H]2CCCN2C2=NS(=O)(=O)c3ccccc32)cc1
    0 | 1 | 2 | -4 | -0.2 | 0 | -0.4 | -2 | i
> CCn1nccc1C(=O)Nc1ccc(C(=O)OC(C)C)cc1
    -8 | -5 | 0 | 7 | 0.2 | -2 | -0.1 | 3 | i
> Cc1ccc(OCC(=O)NCCNC(=O)COc2ccc(C)cc2)cc1
    1 | -4 | 0 | -4 | 1.0 | -2 | -0.7 | 2 | i
> CCOC(=O)N1CCN(C(=O)c2cc3c(=O)n4ccccc4nc3s2)CC1
    0 | 12 | -6 | 5 | -0.3 | -3 | -0.1 | -3 | .
> Cc1ccc(-c2nnc(N)s2)cc1
    -7 | -2 | 1 | -7 | 1.6 | -3 | 0.8 | -2 | i
> O=C(CCCSc1nc2sc3c(c2c(=O)[nH]1)CCC3)NCCCO
    7 | 2 | 5 | -8 | 0.8 | -5 | -0.6 | 4 | i
> CCN1CCN(C(=O)c2cc(-c3ccco3)nc3ccccc23)CC1
    12 | 17 | 6 | -4 | 0.7 | -3 | -0.4 | -3 | .

Molecules shown so far containing a Cl atom (11):
Below each compound – eLon inh | PABP1 MLLE inh | CSN inh | FAS TE block | MsrA inh | bovine MsrA act | TbMetRS inhib | Rin1 Abl inh | Neddylation inh
> COc1ccc(NC(=O)c2cc(-c3cc(Cl)ccc3C)n[nH]2)cc1OC
    -6 | 4 | 1 | 8 | 0.8 | -2 | -0.1 | -3 | i
> CS(=O)(=O)N(CC(=O)Nc1ccc(S(=O)(=O)N2CCOCC2)cc1)c1ccccc1Cl
    -5 | 18 | -4 | -1 | -1.0 | -7 | -0.7 | 4 | i
> CCOc1cc(C(=O)O)cc(Cl)c1OC
    -7 | -7 | 1 | -8 | -0.6 | -12 | 1.6 | 2 | i
> CN(c1ccc(C(=O)N2CCN(Cc3ccccc3)CC2)cc1)S(=O)(=O)c1ccc(Cl)cc1
    -13 | -8 | 3 | 27 | -0.4 | -7 | -0.2 | 2 | i
> Clc1ccc(-c2nnc3cccc(Cl)n23)c(Cl)c1
    41 | 7 | 1 | -6 | 0.6 | 1 | -0.4 | -3 | i
> CC(=O)c1ccc(N=Cc2c(O)n(-c3cc(Cl)ccc3N3CCOCC3)c(=O)c3ccccc23)cc1
    -1 | -12 | 1 | 44 | 0.8 | -4 | -0.5 | 1 | i
> O=C(Nc1cccc(Cl)c1N1CCOCC1)c1ccc2c(c1)OCCO2
    -3 | -3 | 2 | 8 | 0.1 | -2 | 0.3 | 0 | i
> CC(=O)NCCc1nc(-c2ccc(Cl)cc2)no1
    1 | 1 | 0 | -4 | -0.5 | 0 | 0.4 | 1 | i
> COc1ccc(S(=O)(=O)N2CCCCCC2)cc1NC(=O)CCNC(=O)c1ccccc1Cl
    -9 | -31 | 3 | 0 | -0.8 | -1 | -0.1 | 4 | i
> CSc1ccc(Cl)c(C(=O)NCCOc2cc(C(C)C)ccc2C)c1
    1 | 22 | 2 | 14 | -0.8 | 2 | -0.4 | 1 | i
> Cc1c(Cl)cccc1NC(=O)c1ccc(-n2ccnc2)nc1
    2 | 5 | 0 | -7 | -1.0 | 3 | 0.0 | 4 | i

The list continues.
Below each compound – eLon inh | PABP1 MLLE inh | CSN inh | FAS TE block | MsrA inh | bovine MsrA act | TbMetRS inhib | Rin1 Abl inh | Neddylation inh
> C=CCn1c(SCC(=O)NCc2ccccc2)nnc1C1CCCCC1
    -6 | 0 | 3 | 4 | . | 3 | -0.6 | -1 | i
> CN(CC(=O)Nc1ccc(F)c(F)c1F)C(=O)c1ccc(-n2cncn2)c([N+](=O)[O-])c1
    5 | 13 | -2 | -2 | -1.0 | -4 | 7.7* | 0 | i
> O=C1CCS/C(=N\N=C\c2ccc(Cl)cc2Cl)N1
    1 | -4 | 2 | -1 | 1.5 | -4 | 0.4 | 1 | i
> O=C(COC(=O)c1nc(Cl)ccc1Cl)c1ccc[nH]1
    -9 | 9 | -2 | -6 | 0.9 | -1 | 0.0 | 2 | i
> Cc1ccc(Oc2ccccc2/C=N/O)cc1
    9 | -11 | 5 | -3 | -0.3 | -2 | -1.0 | -1 | i
> CCCc1nn(C)c(C(=O)Nc2ccc3ccccc3c2)c1Cl
    1 | 1 | 2 | 17 | 1.6 | -2 | -0.3 | 1 | i
> CCOc1ccc(CCNC(=O)COC(=O)c2cccc(S(=O)(=O)N3CCOCC3)c2)cc1OCC
    2 | -3 | 2 | -2 | -1.2 | -4 | -0.3 | 1 | i
> CCC(CC)NC(=O)c1ccc(NS(=O)(=O)c2ccc3[nH]c(=O)[nH]c3c2)cc1
    -6 | -12 | -5 | 1 | -0.9 | -3 | -0.3 | 0 | i
> CC1CCN(C(=O)C(=O)Nc2sc3c(c2C(N)=O)CC(C)(C)OC3)CC1
    -3 | 0 | -9 | -5 | 1.1 | -3 | 0.1 | 0 | i
> CCN(CC(=O)Nc1ccccc1C(F)(F)F)C(=O)c1ccc2c(c1)NC(=O)CS2
    4 | -5 | -6 | -8 | -1.1 | -3 | 0.1 | 1 | i
> CN(C)S(=O)(=O)Nc1cccc(Br)c1
    4 | -5 | 2 | -5 | -0.4 | -6 | -0.6 | -2 | i
> Cc1cccc(S(=O)(=O)N(C)C[C@H]2OCc3cn(nn3)CCCC(=O)N([C@H](C)CO)C[C@@H]2C)c1
    -2 | 4 | -3 | -8 | -0.4 | -5 | -0.9 | 2 | i
> CCOc1ccccc1CNC(CC)CO (stereo not drawn)
    0 | -7 | -1 | -17 | -1.4 | -3 | -0.2 | -5 | i
> Cc1ccc(OCCn2cc(/C=N/NC(=O)c3ccncc3)c3ccccc32)cc1
    4 | 4 | -2 | 4 | 3.2 | 0 | 0.1 | -1 | i
> CNC(=O)[C@@H]1C[C@H]1[C@@H](NC(=O)OCc1ccccc1)c1ccccc1
    1 | 6 | -3 | -11 | -0.3 | 3 | 0.2 | -2 | i
